S3 lipid droplet: qHTS Assay for Lipid Storage Modulators in Drosophila S3 Cells; 320,000 tested, 0.64% active; Drosophila S3 cells, BODIPY lipid droplet fluorescence, 18-24 h; cells fed with added oleic acid; Potency in µM for hits, for the others lipid storage change, negative = inhibition, % at the top dose, mostly 46.1 µM; AID 2685; active = well fitted inhibition curve with a large enough effect in the signal ratio, with a control signal flat, not every such curve was filed as active; inconclusive = small, poorly fitted or top-dose-only effect, or effect the other way, or a change in a side signal; the % refers to the signal ratio
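Drosophila S3 cells loaded with oleic acid (400 uM, as added) and compounds at several concentrations; lipid droplets imaged by 488-nm laser-scanning cytometry, 500–530 nm intensity and object ratio to cell channel. Percent activity normalized to 20 uM Triacsin C.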
S3 lipid droplet cell count max: further read-out of S3 lipid droplet, marked with its call; cell number change, %; measured here: cell count max response;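 cells counted by Cell Tracker Red CMTPX staining in the red channel; peak over a dose series mostly up to 46.1 µM; percent activity relative to internal control wells on each plate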
Starred values were filed as active, the others as inactive; i = inactive; ? = inconclusive; nt = no result given. % is set by controls: 0 for no effect and ±100 for the full control effect; potency is the fitted concentration of half-maximal effect.

SMILES	S3 lipid droplet	S3 lipid droplet cell count max
Cc1ccc(-c2csc(/C(C#N)=C(\O)CN3CCN(C(=O)c4ccco4)CC3)n2)cc1	i	12
CCN(CC)S(=O)(=O)c1ccc(C)c(NC(=O)Cn2c(=O)cnc3ccccc32)c1	?	nt
O=C(CCc1ccccc1)NC(=S)Nc1ccc(S(=O)(=O)N2CCOCC2)cc1	2%	-5
O=C(O)CCCn1cc(NC(=O)COc2ccccc2)cn1	5%	10
CCN1CCN(C(=O)Nc2ccccc2OC)CC1	2%	-1
O=C1/C(=C/c2cccnc2)SC(=S)N1Nc1ccccc1	-6%	-15
O=CNn1cnc2c(oc3nc(-c4ccccc4)cc(-c4ccco4)c32)c1=O	?	nt
CC(=O)c1ccc(C(=O)Nc2ccc(N3CCOCC3)cc2)cc1	?	nt
c1ccc(CCNc2nc(-c3ccccn3)nc3ccccc23)cc1	?	nt
O=C(Nc1cc(-c2ccccc2)nn1-c1ccccc1)c1ccccc1F	19%	20

4 entries picked at random from those above, as already listed:
SMILES	S3 lipid droplet	S3 lipid droplet cell count max
CC(=O)c1ccc(C(=O)Nc2ccc(N3CCOCC3)cc2)cc1	?	nt
O=C(O)CCCn1cc(NC(=O)COc2ccccc2)cn1	5%	10
CCN1CCN(C(=O)Nc2ccccc2OC)CC1	2%	-1
O=C(Nc1cc(-c2ccccc2)nn1-c1ccccc1)c1ccccc1F	19%	20

(further entries)
SMILES	S3 lipid droplet	S3 lipid droplet cell count max
O=C(N/N=C/c1ccc(-c2cccc([N+](=O)[O-])c2)o1)c1ccccc1O	?	nt
CCOc1ccc(OCCC(=O)N(CC)CC(=O)Nc2ccccc2C(F)(F)F)cc1	?	nt
NS(=O)(=O)c1cc2c(cc1Cl)NC(C1C[C@H]3C=C[C@@H]1C3)NS2(=O)=O (stereo not given in full)	-17%	-5
COc1nc(C)nc2c1ccc1ccccc12	?	nt
COc1ccc(/C=C2\SC(=S)N(CC(=O)OCC(=O)Nc3cc(Cl)cc(Cl)c3)C2=O)cc1	?	nt
O=C(O)C1CC(=O)N(c2ccc(OCc3ccc(Cl)cc3Cl)cc2)C1 (stereo not given)	?	nt
CC(C)OC(=O)C(C)Nc1ccc(F)c(Cl)c1 (stereo not given)	2%	3
CCc1cc2c(C)ccc(C)c2nc1SCC(=O)Nc1c(C)[nH]c(=O)[nH]c1=O	?	nt
CCOC(=O)c1c(NC(=O)CC)sc(C(C)=O)c1C	?	nt
CCOC(=O)c1ccc(N2C(=O)C(O)=C(C(C)=O)C2c2ccc([N+](=O)[O-])cc2)cc1 (stereo not given)	?	nt
Cc1cccc(C)c1OCC(=O)N(Cc1ccc(N(C)C)cc1)C1CCS(=O)(=O)C1 (stereo not given)	15%	3
CCN(CC(=O)Nc1c(F)cccc1F)C(=O)c1ccc2c(c1)OCCO2	16%	-15
CCCN(CCC)C(=O)C1CCN(c2cc(C)nc3c(-c4ccc(OC)c(OC)c4)c(C)nn23)CC1	8%	-8
C=CCOc1ccc(CNc2nn[nH]n2)cc1OC	?	nt
COc1cccc(-c2c(C(=O)N/N=C/c3ccsc3)nnn2-c2nonc2N)c1	?	nt
CCOC(=O)C1=NN(c2ccc(Cl)cc2)C(c2ccccc2)CC1=O (stereo not given)	-6%	-13
CN(C(=O)c1c[nH]c(=O)cc1C(F)(F)F)c1ccc(Cl)c(Cl)c1	-6%	8
Cc1ccc(C)c(-c2cc(C(=O)Nc3cccnc3)c3ccccc3n2)c1	?	nt
CCOC(=O)COc1ccc2c3c(c(=O)oc2c1)CCCC3	i	-7
O=C(/C=C/Nc1ccc(F)cc1)c1ccc(Br)cc1	?	nt
COc1ccc(C(CC(=O)N2CCOCC2)c2c(OC)cc(OC)c3ccc(=O)oc23)cc1 (stereo not given)	17%	10
O=C(COc1coc(CN2CCN(c3ccccc3)CC2)cc1=O)Nc1ccc(F)cc1	?	nt
COc1ccc(CCNC(=O)C2CC(c3cccc(F)c3)=NO2)cc1 (stereo not given)	?	nt
Cc1ccc(NC(=O)CN2CCC(NC(=O)C3CCCCC3)CC2)c(Br)c1	14%	5
CNC(=O)/C(C#N)=C/c1ccc(OCCOc2ccccc2)cc1	?	nt
NC(=O)CSc1ncc(-c2ccc([N+](=O)[O-])cc2)[nH]1	-3%	10
CCN(CC)C(=O)COc1ccc(S(=O)(=O)N2CCOCC2)cc1	?	nt
Nc1c(-c2n[nH]c(=S)n2-c2ccc(Cl)cc2Cl)cnn1-c1ccccc1	?	nt
CN(C)c1ccc(/C=N/NC(=O)c2ccc(CN3C(=O)c4cccc5cccc3c45)cc2)cc1	13%	10
COCCCn1c(=O)c2ccccc2n(CC(=O)NC2CCCC2)c1=O	?	nt
COc1ccc(Cl)c(Cn2c(NCc3ccccn3)nc3c2c(=O)n(C)c(=O)n3C)c1	?	nt
COc1ccc(CCN2C(=O)CC(C(N)=O)SC2=Nc2ccccc2)cc1 (stereo not given)	-7%	6
COCCn1c(SCC(=O)NCc2ccco2)nnc1C(C)C	6%	16
Cn1cnnc1SCc1ccc(C(=O)NN)cc1	28%	nt
CCCN(CCC)C(=O)NC1CC(=O)N(c2ccc(OC)cc2)C1 (stereo not given)	24%	-1
O=C(NC1CCCC1)C(c1ccc(F)cc1)N(Cc1ccc(Cl)cc1)C(=O)CCl (stereo not given)	16%	13
O=C(Cc1ccc(-n2c(=O)c3ccccc3n(Cc3ccc(F)cc3)c2=O)cc1)NCC1CCCO1 (stereo not given)	-30%	13
O=C(/C=C/c1ccccc1)Nc1cc(S(=O)(=O)N2CCOCC2)ccc1N1CCOCC1	i	-15
COc1cc(Cl)ccc1OCc1cc(C(=O)N(C)Cc2cccc3cnccc23)no1	i	8
CC(C)[C@H](NC(=O)N1CCn2c1nc1ccccc12)C(=O)NC1CCCCC1	6%	-14
CCCCNC(=O)Cc1ccc(C)cc1	-2%	-7
N/C(=N\OC(=O)c1cc(Cl)ccc1Cl)c1cccnc1	?	nt
COCCNC(=O)CSc1nc2cc3c(cc2c(=O)n1CCCC(=O)NCCc1ccc(OC)c(OC)c1)OCO3	-2%	15
Cn1c(=O)c([N+](=O)[O-])c(NCc2ccccc2)c2ccccc21	?	nt
O=C(COC(=O)c1cccc(S(=O)(=O)N2CCCC2)c1)Nc1ccccc1	-3%	nt
CN1CCN(Cc2nc3ccccc3n2C)CC1CCO (stereo not given)	-3%	-4
CC(C)C(c1nnnn1CCc1ccccc1)N1CCOCC1 (stereo not given)	1%	-1
CN(C)S(=O)(=O)N1CCN(CC(O)COc2ccc(C(=O)c3ccccc3)cc2)CC1 (stereo not given)	i	-10
Cc1ccc(-c2cccc(C(=O)NCCc3ccccc3)n2)c2ccccc12	4%	-3
Cc1ccc2c(c1)C1CN(C)CCC1N2S(=O)(=O)c1ccc(C#N)cc1 (stereo not given)	5%	-12

(list continues)
SMILES	S3 lipid droplet	S3 lipid droplet cell count max
CCCn1nnc(NC(=O)c2cc(Br)ccc2OC)n1	?	nt
S=c1[nH]ncc2ccccc12	?	nt
CCN(CC1COc2ccccc2O1)C(=S)Nc1ccc(F)cc1 (stereo not given)	?	nt
C=CCNc1nc(=S)[nH]c2cc(OC)c(OC)cc12	9%	-9
CC(OC(=O)c1ccc2ncsc2c1)C(=O)N(C)C1CCCCC1 (stereo not given)	?	nt
CC(C)(C)c1ccc(C(=O)Nc2nonc2-c2nc3ccccc3[nH]2)cc1	?	nt
O=C(CNC(=O)c1ccc2c(c1)OCO2)N/N=C/c1cc(Br)ccc1O	-15%	-7
Cc1ccc(N2C(=O)CC(Sc3ncccn3)C2=O)cc1C (stereo not given)	?	nt
C=CCn1c(C)nnc1SCC(=O)NC1CC1	10%	4
COc1ccc(-c2cc(C(F)(F)F)nc(-n3ccnc3C)n2)cc1	18%	1
CC(Cc1cccs1)NC(=S)Nc1ccc(Cl)cc1 (stereo not given)	?	nt
CCC(=O)/C=C1\Sc2ccc(OC)cc2N1CCO	12%	1
CS(=O)(=O)N(Cc1ccc(Cl)cc1)c1ccc(C(=O)NCCC2=CCCCC2)cc1	i	nt
NC(=O)CC(NC(=O)c1ccc(Br)cc1)c1ccc(NC2CCCCCC2)c([N+](=O)[O-])c1 (stereo not given)	?	nt
O=C(N/N=C/c1ccc([N+](=O)[O-])cc1)c1cc2ccccc2o1	?	nt
COC(CNC(=O)C1CCC(CNS(=O)(=O)c2c(C)cc(C)cc2C)CC1)OC (stereo not given)	?	nt
CC1CN(C(=O)Cn2c(=O)oc3ccccc32)CC(C)O1 (stereo not given)	18%	13
COC(=O)C1CCN(C(=O)c2ccccc2Oc2ccccc2)CC1	4%	-8
CCC(C(=O)N1CCOCC1)n1c2ccccc2c2nc(=O)cc(C)n21 (stereo not given)	?	nt
COc1ccc(NC(=S)NN(C)C(=S)Nc2ccc(OC)cc2)cc1	?	nt
COc1cc(C#N)ccc1OC(=O)Cc1cc(OC)c(OC)c(OC)c1	?	nt
C/C(CC(=O)NC1CCCCC1)=N\NC(=O)c1ccc(Br)cc1	?	nt
Cc1ccc(NC(=O)c2ccccc2N2C(=O)C3C4C=CC(C5CC45)C3C2=O)cc1C (stereo not given)	?	nt
CSc1ccc(CCNC(=O)C2CCN(c3nnc(-n4cccc4)s3)CC2)cc1	?	nt
CNC(=O)NC(=O)COC(=O)CCc1nc(=O)c2ccccc2n1C	-10%	13
Cc1ccc(NC(=O)C2C3CCC(O3)C2C(=O)O)cc1Cl (stereo not given)	?	nt
CCN1C(=O)CC(N2CCC(C(=O)N3CCCCCC3)CC2)C1=O (stereo not given)	-4%	17
O=C(O)CSc1nnc(-c2cccc(S(=O)(=O)N3CCCCC3)c2)o1	?	nt
O=C(NCCc1ccccc1)c1cc2ncc(Br)cn2n1	i	17
O=C(c1cc(Cl)nc2ccccc12)N1CCc2ccccc2C1	20%	nt

Molecules above that have a COOH group, in the order listed:
SMILES	S3 lipid droplet	S3 lipid droplet cell count max
O=C(O)CCCn1cc(NC(=O)COc2ccccc2)cn1	5%	10
O=C(O)C1CC(=O)N(c2ccc(OCc3ccc(Cl)cc3Cl)cc2)C1 (stereo not given)	?	nt
Cc1ccc(NC(=O)C2C3CCC(O3)C2C(=O)O)cc1Cl (stereo not given)	?	nt
O=C(O)CSc1nnc(-c2cccc(S(=O)(=O)N3CCCCC3)c2)o1	?	nt

(next part)
SMILES	S3 lipid droplet	S3 lipid droplet cell count max
Cc1cc(C)c(NC(=O)c2ccc(S(=O)(=O)N3CCOCC3)cc2)c(C)c1	i	nt
C=CCSC1=N/C(=C\c2ccc3c(c2)OCO3)C(=O)S1	12%	-2
Cc1cccc(OCC(=O)NCc2cc(C)nc3ccccc23)c1	6%	-5
Cn1c(=O)[nH]c(Nc2ccccc2)c([N+](=O)[O-])c1=O	?	nt
CN(C)C(=O)c1ccc(OCC(F)(F)F)nc1	1%	13
Cc1cccc(C)c1NC(=O)CN1C(=O)S/C(=C\c2cccn2C)C1=O	?	nt
c1ccc2nc(N3CCCC3)c(N3CCCC3)nc2c1	i	-1
Cc1ccc(NC(=O)CN(C)c2ccc(S(=O)(=O)N3CCN(C)CC3)cn2)cc1	?	nt
O=C(c1cc2cc(Cl)ccc2[nH]1)N1CCN(C(=O)c2ccco2)CC1	i	-1
O=C(COc1ccc([N+](=O)[O-])cc1)NC(C(=O)O)C(O)c1cccc([N+](=O)[O-])c1 (stereo not given)	?	nt

2 entries from above, with bars between the fields:
canonical_smiles | S3 lipid droplet | S3 lipid droplet cell count max
Cn1c(=O)[nH]c(Nc2ccccc2)c([N+](=O)[O-])c1=O | ? | nt
C=CCSC1=N/C(=C\c2ccc3c(c2)OCO3)C(=O)S1 | 12% | -2

(more compounds)
SMILES	S3 lipid droplet	S3 lipid droplet cell count max
COCCCNC(=O)CC(NCCCOC)C(=O)O (stereo not given)	-3%	-10
NC(=O)c1nsc(C(=O)N(CC(=O)NC2CCCC2)c2ccc(F)c(Cl)c2)c1N	0.12µM*	-7.1*
COc1ccc(C2=CC(=O)C[C@H](c3ccc(Cl)cc3)C2)cn1	-11%	-3
CC(C)c1cccc(C(C)C)c1NC(=O)COc1nncc2ccccc12	-14%	-13
Cc1nc(OCc2ccccc2)c2sc3nc4c(cc3c2n1)COC(C)(C)C4	?	nt
Cc1cc(NC(=O)C2CCCN(S(=O)(=O)c3cnc[nH]3)C2)ccc1Br (stereo not given)	?	nt
CCCNC(=O)Cn1c2ccccc2c2nc(=O)cc(C)n21	1%	11
COc1ccc(-c2[nH]ncc2CN2CCCN(c3ccccc3)CC2)c(F)c1	?	nt
CCOC(=O)COc1ccccc1/C=C\[N+](=O)[O-]	?	nt
CCOC(=O)C1CCN(c2c(C(=O)c3ccccc3)cnc3ccc(Cl)cc23)CC1	22%	21
Cc1ccc(CN2CCCN(Cc3cc(C)ccc3C)S2(=O)=O)cc1	?	nt
O=C(N/N=C/c1ccc(Br)s1)c1cccs1	1%	-21
CCOC(=O)c1c(C)[nH]c(C(=O)COC(=O)CSCC(=O)N(CC)CC)c1C	?	nt
Nc1cc(C(=O)O)ccc1N1CCCCC1	-3%	1
Cc1ccc2[nH]cc(CCNC(=O)c3ccc4c(c3)OCO4)c2c1	i	17
CCN(CC)CCOc1nnc(-c2ccc(C)cc2)c2ccccc12	?	nt
C=CCN1CC(c2nc3ccccc3n2CCOc2ccccc2)CC1=O (stereo not given)	?	nt
CCOC(=O)c1cc(C)n(-n2cnnc2)c1C	10µM*	1.9*
COc1ccc(-c2c(-c3cc(OC)cc(OC)c3)n(C)c3ccc(-c4ccc(OC)nc4)cc23)cc1	?	nt

Source: PubChem BioAssay

A portion of the library, so the mix of outcomes need not match the whole.
